TR-FRET SRC-2 ct: TR-FRET signal artefacts, primary screen, artefact control for PPARgamma SRC-2 agonist project, biochemical; TR-FRET ratio at 8 µM; TR-FRET artefact counter-screen; hits give high values; 200,000 tested, 0.4% active; in the data active means TR-FRET ratio above about 2000; further: inactives centre near 1500
S1P3 antagonist: S1P3 receptor antagonists, primary screen, cell-based | Sphingosine 1-phosphate receptor 3 (Homo sapiens), Q99500 | CHO S1P3 NFAT-BLA reporter, FRET fluorescence, antagonist mode | inhibition, % at 4.98 µM | 170,000 tested, 0.27% active | AID 485, 2006;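 active means inhibition above the plate cutoff, the mean inhibition of test wells on that plate plus 3 SD, cut at about 28% in these data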;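 further: cells challenged with S1P at its EC80 of 0.8 µM; blue over green emission ratio from cleaved BLA substrate after 4 h stimulation; 0% = S1P-stimulated wells and 100% = unstimulated DMSO-only wells; some compounds past the cut are filed as inactive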
TLR4-MyD88 BLA: inhibitors of TLR4-MyD88 association in cells, primary screen, cell-based, HeLa CL3-4, BLA complementation, FRET ratio | Toll-like receptor 4 (Homo sapiens) + Myeloid differentiation primary response protein … | inhibition, % at 8.4 µM | HeLa CL3-4 TLR4/MyD88 BLA complementation | 200,000 tested, 0.18% active; in the data active means inhibition above about 25%;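 further: 0% = vehicle and 100% = reference inhibitor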
Target sequence (O00206 whole entry, looked up): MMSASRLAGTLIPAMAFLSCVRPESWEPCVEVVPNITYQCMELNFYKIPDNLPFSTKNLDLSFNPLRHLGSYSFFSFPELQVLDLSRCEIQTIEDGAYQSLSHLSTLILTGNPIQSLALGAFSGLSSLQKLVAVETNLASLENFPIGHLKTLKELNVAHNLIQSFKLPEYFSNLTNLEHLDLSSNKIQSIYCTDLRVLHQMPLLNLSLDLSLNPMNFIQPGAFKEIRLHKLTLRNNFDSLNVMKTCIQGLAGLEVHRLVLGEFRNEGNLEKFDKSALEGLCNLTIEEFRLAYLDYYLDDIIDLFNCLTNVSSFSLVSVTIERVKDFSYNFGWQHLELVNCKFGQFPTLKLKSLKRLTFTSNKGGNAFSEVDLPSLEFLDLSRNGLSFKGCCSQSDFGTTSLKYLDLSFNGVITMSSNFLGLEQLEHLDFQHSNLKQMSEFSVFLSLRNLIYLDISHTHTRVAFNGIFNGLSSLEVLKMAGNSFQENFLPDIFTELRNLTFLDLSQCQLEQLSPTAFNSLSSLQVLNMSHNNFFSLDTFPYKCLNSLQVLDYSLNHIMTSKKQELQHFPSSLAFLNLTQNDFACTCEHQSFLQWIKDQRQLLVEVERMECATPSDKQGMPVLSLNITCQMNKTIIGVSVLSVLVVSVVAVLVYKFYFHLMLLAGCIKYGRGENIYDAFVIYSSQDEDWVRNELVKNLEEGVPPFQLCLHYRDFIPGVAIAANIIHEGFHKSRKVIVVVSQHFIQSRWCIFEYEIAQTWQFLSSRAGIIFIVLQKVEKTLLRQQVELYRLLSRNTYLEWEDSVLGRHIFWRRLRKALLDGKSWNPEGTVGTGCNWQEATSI
Target sequence (Q99836 whole entry, looked up): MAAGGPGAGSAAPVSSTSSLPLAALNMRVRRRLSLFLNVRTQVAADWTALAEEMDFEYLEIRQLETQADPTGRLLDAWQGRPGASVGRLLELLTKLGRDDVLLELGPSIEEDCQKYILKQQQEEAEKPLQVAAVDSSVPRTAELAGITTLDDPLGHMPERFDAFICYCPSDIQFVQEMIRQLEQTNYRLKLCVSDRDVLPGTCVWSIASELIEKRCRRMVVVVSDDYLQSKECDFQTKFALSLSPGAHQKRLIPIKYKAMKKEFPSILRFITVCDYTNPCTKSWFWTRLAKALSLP
PPARg SRC-3 ag: PPARgamma agonists recruiting SRC-3 coactivator, primary screen, biochemical | 200,000 tested, 0.26% active | activation, % at 8 µM | biochemical PPARgamma/SRC-3 coactivator recruitment assay | Peroxisome proliferator-activated receptor gamma (Homo sapiens), P37231; in the data active means activation above about 23%;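 further: 0% = DMSO and 100% = reference agonist; some compounds past the cut are filed as inactive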
Lmaj promast: Leishmania major promastigote growth inhibition, primary screen; Leishmania major promastigotes, resazurin fluorescence viability; inhibition, % at 10 µM; 200,000 tested, 9% active; in the data active means inhibition above about 50%;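 further: promastigotes grown with compound for 44 hours at 28 °C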
PPARg SRC-2 ag: agonists of PPARg-SRC-2 recruitment, primary screen, biochemical, HTS | Peroxisome proliferator-activated receptor gamma (Homo sapiens), P37231 | PPARgamma LBD-SRC-2 recruitment | activation, % at 8 µM | 200,000 tested, 0.34% active; in the data active means activation above about 22%;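 further: 0% = vehicle and 100% = reference agonist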
DTT redox prof: compounds producing H2O2 with reducing agent – biochemical, NIH compound library profiling, artefact control for MLSCN library redox annotation, primary screen; DTT-dependent redox cycling H2O2, phenol red/HRP absorbance; 100% = 100 µM peroxide control, 0% = buffer; activation, % at 10 µM; 200,000 tested, 0.03% active;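 active means activation of at least 50% relative to the plate's high and low controls in the primary single-dose screen; inactive means activation below 50%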;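 further: compound incubated with DTT at 0.8 mM final as the reducing agent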
PPARg SRC-1 ag: PPARgamma agonists recruiting SRC-1 coactivator, primary screen, biochemical; Peroxisome proliferator-activated receptor gamma (Homo sapiens), P37231; PPARgamma-SRC-1 coactivator recruitment biochemical assay; activation, % at 8 µM; 200,000 tested, 0.41% active; AID 631, 2007; in the data active means activation above about 19%;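 further: 0% = DMSO and 100% = reference agonist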
bIAP activator: bovine intestinal alkaline phosphatase activators, primary screen, biochemical, bovine IAP, CDP-star luminescence; alkaline phosphatase, intestinal [Bos taurus]; purified bovine IAP, 30 min; hits give high values; fold of DMSO-control signal, blank-subtracted; activation factor at 20 µM; 200,000 tested, 0.17% active; AID 1016, 2008;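 active means activation factor of 2 or more at 20 µM, a signal rise over negative controls twice the positive control's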
bIAP inhibitor: bovine intestinal alkaline phosphatase inhibitors, primary screen, selectivity assay for TNAP inhibitor project, biochemical, bovine IAP, CDP-star luminescence. AID 1019, 2008. inhibition, % at 20 µM. purified bovine IAP, 30 min. 190,000 tested, under 10 active;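 active means over 50% inhibition of intestinal alkaline phosphatase at 20 µM in the single-dose screen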
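Assay system – bovine IAP enzyme · Quantity – bovine IAP at 1/65,000,000 final dilution · Detection – CDP-star luminescence signal · Times – 30 min reaction at room temperature · Also added – CDP-star substrate at 30 µM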
ROMK mod: ROMK potassium channel modulators, primary screen, cell-based, thallium flux, MLSMR library | B-score at 10 µM | 130,000 tested, 2% active | Tet-inducible ROMK, thallium flux fluorescence; actives lie on both sides;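 active means signal ratio slope over the read window, or its plate-corrected B-score, at least 3 SD from the plate mean, either direction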;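 further: B-score of the F/F0 ratio slope over 7 to 12 s after thallium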
* hit, by the source's call; . = not tested or not shown. Not a hit list; about 11% have a hit in one of these screens.

SMILES	TR-FRET SRC-2 ct	S1P3 antagonist	TLR4-MyD88 BLA	PPARg SRC-3 ag	Lmaj promast	PPARg SRC-2 ag	DTT redox prof	PPARg SRC-1 ag	bIAP activator	bIAP inhibitor	ROMK mod
CN1C(=O)CC(N2CCC(c3nc4ccccc4s3)CC2)C1=O (stereo not given)	1597	-4	23	4	4	3	0.6	-3	1	3	-0.15
CCn1c(SCc2nc3ccccc3s2)nnc1-c1cccs1	1560	-17	-1	7	3	4	2.3	4	0.9	12	.
COc1ccccc1N1CCN(C(=O)c2nn(-c3ccccc3OC)c(=O)c3ccccc23)CC1	1789	-1	13	3	8	16	-3.5	4	0.9	6	.
C=CCn1c(Sc2nnc(C)s2)nc2c1c(=O)[nH]c(=O)n2C	1539	-15	11	4	-3	3	0.0	6	0.9	8	2.2
Cn1c(=O)oc2cc(S(=O)(=O)N3CCOCC3)ccc21	1503	-26	4	0	-4	-1	2.6	4	0.9	7	.
COc1ccccc1-c1nnc2n1N=C(C(C)(C)C)CS2	1647	1	-3	-1	2	9	-0.6	0	1	4	.
O=C(O)C1CC(c2ccccc2F)=NO1 (stereo not given)	1760	4	5	15	-9	13	0.0	6	0.9	13	.
O=C(Nc1ccc2c(c1)CCC2)c1ccc(Br)o1	1526	.	14	4	1	3	1.2	3	0.6	43	0.072
COc1ccc(CNC(=O)C2(c3ccc(Cl)cc3)CC2)cc1	1626	2	-3	2	4	9	-0.2	0	1	-1	0.29
Cc1ccc(NC(=O)CSc2nnc(/N=C/N(C)C)s2)cc1	1566	-3	8	-1	0	7	-10	4	1.1	-14	0.38
Cc1cc(OCC(=O)Nc2ccccc2F)nc(C(C)C)n1	1420	.	-8	9	-3	6	0.5	0	0.9	13	-0.084
CCCOc1nc2ccccc2cc1/C=C/C(=O)O	1493	1	5	1	0	3	0.0	2	1	-2	0.44
c1ccc2c(c1)OCC(CNc1ncnc3nc[nH]c13)O2 (stereo not given)	1378	6	7	2	-3	2	-2.2	-2	1.2	-19	.
CC(=Nc1ccc(O)cc1)c1sc2ccccc2c1O	1331	20	13	-8	-5	-1	2.9	-1	0.9	14	.
CCOC(=O)C(=NCCOC)NNc1cc(Cl)ccc1Cl	1635	0	-2	-3	-5	3	-0.3	4	1	-4	-0.43
CC(=O)c1c(C)[nH]c(C(=O)OCC(=O)Nc2cc(S(=O)(=O)N3CCCC3)ccc2Cl)c1C	1569	-9	-9	1	72*	14	0.6	12	1	-3	.
COC(=O)[C@H](CCSC)NC(=O)Nc1ccc(C(C)C)cc1	1551	4	-3	16	-1	-10	2.5	-6	0.9	9	-0.39
O=C(Nc1ccc(Cl)c(Cl)c1)c1ccc(Cn2c(=O)[nH]c3ccsc3c2=O)cc1	1401	-3	9	-2	-4	2	0.5	0	1.3	-29	1
CC(C)CCNC(=O)c1nnc(Cc2ccc(Cl)cc2)o1	1644	.	-12	5	-4	-1	-3.5	5	1	1	.
COc1ccc(-c2[nH]ncc2-c2ccc3c(c2)OCCO3)c(O)c1	1512	20	-2	6	-1	7	-2.0	1	1.6	-61	.
CC1=C(C#N)C(=O)NC(=O)/C1=C\c1ccc(-c2cc(C)c(C)cc2[N+](=O)[O-])o1	1702	-2	16	4	3	17	-2.1	7	1	-2	1.2
CCCc1cc(=O)[nH]c(SCc2cccc(C)c2)n1	1389	.	4	5	-5	-6	0.2	4	1	2	-1.7
CC(=O)Nc1ccc(N2C(C(C)=O)=NN(c3ccc(Cl)cc3)C2c2sccc2C)cc1 (stereo not given)	1360	.	10	-1	21	-7	3.3	-1	1.2	-18	.
CCOC(=O)C1=C(O)/C(=C\c2sccc2C)N=C1C	1562	2	-2	0	34	4	0.0	5	1.1	-5	-0.34
COc1ccccc1N(CC(=O)NCc1ccccn1)S(C)(=O)=O	1392	-18	-9	-10	-7	2	1.9	6	0.9	12	.
COc1ccc(NC(=O)c2cccc(Oc3ccc([N+](=O)[O-])cc3Cl)c2)cc1	1448	4	-16	1	-5	-1	0.1	2	1	0	0.21
CN1CCN(NC(=O)c2ccc(COc3ccccc3Br)o2)CC1	1475	12	1	-1	-5	8	0.6	-1	1.1	-10	0.31
Cc1nnc(SCC(=O)NC(C)c2ccccc2)[nH]c1=O (stereo not given)	1446	1	5	2	-8	8	1.0	-2	0.9	6	0.19
CCCOc1ccc2oc(=O)c3c(c2c1)CCCN3C(=O)CN(C)Cc1ccccc1	1585	38	-5	2	58*	4	1.6	7	1	-1	.
Cc1ccc2nc(NC(=O)c3ccc(NS(=O)(=O)c4cccs4)cc3)sc2c1	1466	3	-1	1	15	-5	0.1	-2	1.1	-8	0.11
CCCc1nn(C)c(C(=O)Nc2ccc3ccccc3c2)c1Cl	1620	-3	5	1	5	-3	-0.2	-11	0.3	.	0.081
COc1ccc(CCNC(=O)Cc2nn(C)c(=O)c3ccccc23)cc1OC	1815	-1	7	-2	0	12	0.0	4	1	4	0.0034
Cc1ccn2c(NC(=O)c3cccs3)c(-c3ccccc3)nc2c1	1552	10	10	1	6	3	0.4	-1	0.9	10	.
Cc1cc(C)cc(NC(=O)Cn2ncn3c(cc4ccccc43)c2=O)c1	1381	-17	2	-10	0	0	2.8	0	0.9	9	0.49
COc1ccc(Nc2cc(C)nc3ncnn23)c(OC)c1	1536	-2	4	-4	-3	-9	-1.0	-6	0.4	.	.
Nc1cc(=O)nc(SCC(=O)Nc2cccc3ccccc23)n1CCc1ccccc1	1638	.	-3	12	-8	15	-4.5	4	1.2	-19	.
CC(C)(CO)NC12CC3CC(CC(C3)C1)C2	1624	2	2	1	-7	4	-0.3	4	1.1	-6	0.45
Cc1ccc(NC(=O)c2noc3c2CCc2ccccc2-3)cc1	1600	.	-6	4	-1	0	0.0	8	0.9	13	0.8
O=C1OC2(CCCCC2)OC(=O)C1=CNc1nc2ccccc2s1	1426	.	5	-4	-3	-3	0.1	0	0.9	7	0.017
Cc1cccc(-c2nc3ccccc3c3nncn23)c1	1675	12	-8	8	1	5	0.3	3	0.9	9	.
Cc1ccc(O)c(-c2cc3ccccc3[nH]2)c1	1690	27	-6	4	59*	20	0.7	4	0.8	25	-0.035
CC(=O)Nc1ccc(NS(=O)(=O)c2cc(C)sc2C)cc1	1456	-21	19	-16	8	-6	1.9	4	1	0	-0.36
CCCCc1c(O)c2ccccc2[nH]c1=O	1620	2	-5	-11	18	-7	-1.5	4	1	-1	.
C=CCc1cc(C=O)cc(OCC)c1OCc1ccc(Cl)cc1	1593	-2	8	2	86*	0	-0.4	3	0.9	5	.
Cn1c(/C(C#N)=N/O)nc2ccccc21	1508	.	-3	10	-7	2	0.7	3	0.9	10	0.45

The final two records of the section above lead into the next.
SMILES	TR-FRET SRC-2 ct	S1P3 antagonist	TLR4-MyD88 BLA	PPARg SRC-3 ag	Lmaj promast	PPARg SRC-2 ag	DTT redox prof	PPARg SRC-1 ag	bIAP activator	bIAP inhibitor	ROMK mod
C=CCc1cc(C=O)cc(OCC)c1OCc1ccc(Cl)cc1	1593	-2	8	2	86*	0	-0.4	3	0.9	5	.
Cn1c(/C(C#N)=N/O)nc2ccccc21	1508	.	-3	10	-7	2	0.7	3	0.9	10	0.45
O=C(CSc1nnnn1Cc1ccccc1)N1CCN(c2ccccc2)CC1	1639	-17	13	-2	-4	12	-1.4	4	1	-2	0.054
COc1ccc(S(=O)(=O)n2oc(=O)cc2-c2ccccc2)cc1	1561	.	5	-2	-7	2	0.2	3	1	4	0.34
CCOC(=O)CNC(=O)Cn1cnc2sc(C)c(S(=O)(=O)N3CCC(C)CC3)c2c1=O	1625	.	-7	4	-4	-1	1.9	2	1	-2	.
CN(N)c1nc(C(F)(F)F)nc2ccccc12	1711	-10	0	8	0	17	-1.0	8	1	2	0.26
Cc1cc(C)n2nc(C(=O)OCC(=O)Nc3ccc4c(c3)OCO4)nc2n1	1463	-5	-3	-14	-6	2	1.1	3	1	1	0.4
CCc1ccccc1NC(=O)CN(C)C(=O)CSc1nn(-c2ccccc2)c(=S)s1	1516	-9	-1	2	-4	7	-0.2	2	0.7	26	.

Structures above that contain two or more sulfur atoms, in the order listed:
SMILES	TR-FRET SRC-2 ct	S1P3 antagonist	TLR4-MyD88 BLA	PPARg SRC-3 ag	Lmaj promast	PPARg SRC-2 ag	DTT redox prof	PPARg SRC-1 ag	bIAP activator	bIAP inhibitor	ROMK mod
CCn1c(SCc2nc3ccccc3s2)nnc1-c1cccs1	1560	-17	-1	7	3	4	2.3	4	0.9	12	.
C=CCn1c(Sc2nnc(C)s2)nc2c1c(=O)[nH]c(=O)n2C	1539	-15	11	4	-3	3	0.0	6	0.9	8	2.2
Cc1ccc(NC(=O)CSc2nnc(/N=C/N(C)C)s2)cc1	1566	-3	8	-1	0	7	-10	4	1.1	-14	0.38
Cc1ccc2nc(NC(=O)c3ccc(NS(=O)(=O)c4cccs4)cc3)sc2c1	1466	3	-1	1	15	-5	0.1	-2	1.1	-8	0.11
CC(=O)Nc1ccc(NS(=O)(=O)c2cc(C)sc2C)cc1	1456	-21	19	-16	8	-6	1.9	4	1	0	-0.36
CCOC(=O)CNC(=O)Cn1cnc2sc(C)c(S(=O)(=O)N3CCC(C)CC3)c2c1=O	1625	.	-7	4	-4	-1	1.9	2	1	-2	.
CCc1ccccc1NC(=O)CN(C)C(=O)CSc1nn(-c2ccccc2)c(=S)s1	1516	-9	-1	2	-4	7	-0.2	2	0.7	26	.

Some values from the entries so far:
`Cc1cc(C)n2nc(C(=O)OCC(=O)Nc3ccc4c(c3)OCO4)nc2n1` in DTT redox prof reads 1.1
`O=C(CSc1nnnn1Cc1ccccc1)N1CCN(c2ccccc2)CC1` in PPARg SRC-2 ag reads 12
`CCOC(=O)CNC(=O)Cn1cnc2sc(C)c(S(=O)(=O)N3CCC(C)CC3)c2c1=O` in bIAP inhibitor reads -2

Screening data: PubChem, several laboratories
